High-throughput results deposited in PubChem by Johns Hopkins Ion Channel Center.
Kir21 block – Kir2.1 (mouse) channel inhibition. B-score at 10 µM. actives 0.85% (n = 310,000). P35561. AID 1672. HEK293-Kir2.1, FluxOR thallium flux fluorescence; active compounds read low;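 active = fluorescence ratio B-score at or below minus 3 SD of library scores, with starting-brightness B-score within 2 SD, cut at about -4.2 in these data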;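 also: channel flux triggered by added potassium and thallium sulfate stimulus; B-score of peak minus minimum fluorescence over baseline after thallium stimulus; more negative B-score means stronger Kir2.1 block with less thallium influx; some compounds called inactive have numbers as strong as hits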
Target sequence (P35561 whole entry, looked up): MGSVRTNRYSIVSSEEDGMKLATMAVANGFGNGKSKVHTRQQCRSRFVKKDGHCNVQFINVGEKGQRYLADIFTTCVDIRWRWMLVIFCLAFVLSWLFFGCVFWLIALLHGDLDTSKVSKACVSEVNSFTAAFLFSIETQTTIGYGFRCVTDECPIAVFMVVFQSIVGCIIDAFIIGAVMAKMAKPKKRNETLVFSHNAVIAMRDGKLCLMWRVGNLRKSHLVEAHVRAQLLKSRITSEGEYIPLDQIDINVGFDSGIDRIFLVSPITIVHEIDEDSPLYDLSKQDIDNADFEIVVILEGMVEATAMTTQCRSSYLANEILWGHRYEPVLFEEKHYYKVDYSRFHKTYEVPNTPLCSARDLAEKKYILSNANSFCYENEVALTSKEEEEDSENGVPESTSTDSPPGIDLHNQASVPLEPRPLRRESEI
CHT inh – human CHT choline transport inhibition | Q9GZV3 | CHT-expressing cells, membrane potential dye, choline response; active compounds read low | B-score at 10 µM | actives 0.86% (n = 310,000);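 active = B-score over 3 SD under the library average, and starting fluorescence ratio not unusually high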;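 also: choline stimulus applied at its EC90 after an EC20 pre-addition; B-score computed on integrated fluorescence ratio after choline addition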
Target sequence (Q9GZV3 whole entry, looked up): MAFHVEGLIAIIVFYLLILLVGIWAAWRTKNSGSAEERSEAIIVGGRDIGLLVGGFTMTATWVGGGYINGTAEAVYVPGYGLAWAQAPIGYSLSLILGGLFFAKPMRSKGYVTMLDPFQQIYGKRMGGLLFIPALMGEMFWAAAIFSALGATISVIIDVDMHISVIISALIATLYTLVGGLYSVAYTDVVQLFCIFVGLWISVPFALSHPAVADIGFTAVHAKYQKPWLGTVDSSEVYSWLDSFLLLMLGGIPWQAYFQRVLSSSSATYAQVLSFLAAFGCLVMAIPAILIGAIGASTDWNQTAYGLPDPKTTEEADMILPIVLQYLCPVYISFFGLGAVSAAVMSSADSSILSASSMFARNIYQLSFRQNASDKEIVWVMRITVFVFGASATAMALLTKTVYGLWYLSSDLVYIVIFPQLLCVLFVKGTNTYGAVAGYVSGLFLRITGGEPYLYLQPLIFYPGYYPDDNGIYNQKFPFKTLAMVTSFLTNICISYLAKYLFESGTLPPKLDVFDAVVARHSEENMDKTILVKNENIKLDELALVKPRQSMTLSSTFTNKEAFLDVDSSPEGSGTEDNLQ
* hit, by the source's call; i = inactive; / = no result given; & = joins results of further samples.

CHT inh | Kir21 block | mol
i | 0.16 | COC(=O)c1ccccc1NC(=O)C1CC(=O)N(c2ccc(F)cc2)C1 (stereo not given)
i | 0.01 | CO/N=C(\C(=O)N[C@@H]1C(=O)N2C(C(=O)O)=C(COC(N)=O)CS[C@H]12)c1ccco1
i | -1.4 | CC1=NN(c2ccc(C)cc2)C(=O)/C1=C\C=C\c1ccccc1
i | -1.2 | Cc1ccc(NS(=O)(=O)c2cccc(C(=O)NCCCN3CCCC3=O)c2)cc1
i | -0.29 | N#CC1(NC(=O)COC(=O)CSc2ccc(F)cc2)CCCCC1
i | 1.1 | CC(/C=N/n1c(COc2ccccc2)n[nH]c1=S)=C\c1ccco1
i | 1.1 | CC(=O)c1ccc(O)c(CC=C(C)C)c1
i | 0.93 | Cc1ccccc1OC(C)C(=O)Nc1cccnc1 (stereo not given)
i | 1.1 | O=[N+]([O-])c1cccc(Nc2nc(Cl)nc(Cl)n2)c1
i | 0.76 | COC(=O)c1ccc(C(=O)N2CCCC(N3CCN(c4ccc(F)cc4)CC3)C2)nc1 (stereo not given)
i | -0.51&-1.2 | C=C[C@]1(C)C[C@@H](OC(=O)CSCCN(CC)CC)[C@]2(C)C(C)CC[C@]3(CCC(=O)[C@H]32)[C@@H](C)[C@@H]1O (stereo not given in full)
i | -0.71 | CC(C)Cc1nc(Cl)c(C#N)c2c1CCCC2
i | -1.1 | CCNC(=O)CP(=O)(c1ccccc1)c1ccccc1
i | 0.02 | CC1=CCC2C(=O)N(c3cccc(C(=O)NCc4ccccc4)c3)C(=O)C2C1 (stereo not given)
i | -2.8 | Cc1[nH]c2ccccc2c1C(=O)COC(=O)c1cccc(S(=O)(=O)N2CCCCC2)c1
i | -0.04 | Clc1ccccc1OCc1nnc2n1CCCCC2
i | -1.7 | C/C(=N/NC(=O)C1CCN(S(=O)(=O)c2ccc(C)cc2)CC1)c1cccc([N+](=O)[O-])c1
i | -1 | Cc1ccccc1C(=O)NC(C)C1CC2CCC1C2 (stereo not given)
i | 0.57 | COc1cc(C(=O)NC(CCSC)C(=O)OCc2cc([N+](=O)[O-])cc3c2OCOC3)cc(OC)c1OC (stereo not given)
i | -0.25 | O=C(CNCc1ccc(Cl)cc1)Nc1ccc(C(=O)N2CCCCC2)cc1
i | 0.43 | COc1cc(/C=C2/C(=N)N3N=C(CC(=O)N4CCOCC4)SC3=NC2=O)ccc1OC(C)c1ccccc1 (stereo not given)
i | 0.37 | CCOC(=O)c1oc2ccc(S(=O)(=O)N3CCOCC3)cc2c1C
i | 1.9 | CC(NC(=O)c1ccccc1F)c1nnc(SCc2nc3ccccc3c(=O)[nH]2)n1C (stereo not given)
i | 1.9 | CCc1ccc(NC(=O)C2CCN(S(=O)(=O)c3ccc4c(c3)NC(=O)CO4)CC2)cc1
i | -0.54 | COc1cccc(OC)c1C(=O)OCC(=O)/C(C#N)=C(\C)N
i | -0.47 | CCN1C(=O)[C@H]2[C@@H](c3ccc(-c4ccc(F)cc4)cc3)N[C@@](CC(C)C)(C(=O)OC)[C@H]2C1=O
i | 1.7 | Cc1c(NC(=O)c2ccccc2N(C)S(=O)(=O)c2ccccc2)c(=O)n(-c2ccccc2)n1C
i | 2.1 | COc1ccccc1NC(=O)Nc1cnccn1
/ | 0.55 | O=C(NNC(=O)C1CCCN(S(=O)(=O)c2ccc3ccccc3c2)C1)C1CC1 (stereo not given)
i | -0.82 | CCOc1ccc(Br)cc1/C=N/O
i | 0 | O=C(CNS(=O)(=O)c1ccc(F)cc1)N1CCN(c2ccc(F)cc2)CC1
i | / | O=C(Nc1cccc(Cl)c1)c1ccccc1
i | 1.2 | O=C(O)c1ccccc1/C=N/NC(=S)NCc1ccccc1
i | -0.03 | O=C(NCc1ccc(Cl)cc1)C1CCC(CNc2c(N3CCCCC3)c(=O)c2=O)CC1 (stereo not given)
i | 2 | O=C(NCC(=O)N1CCCC1)c1ccc(Br)cc1
i | -0.76 | COC(=O)C(CCSC)NS(=O)(=O)c1ccc(Cl)cc1 (stereo not given)
i | 2 | Cc1ccc(/C=C/C(=O)NCCc2ccccc2)o1
i | 0.11 | Cc1ccc(S(=O)(=O)N(C(=O)c2ccco2)c2cc3sc(=O)oc3c3ccccc23)cc1
i | 0.08 | COc1ccc(C2(c3ccc(OC)cc3)NC(=O)N(CC(=O)Nc3ccccc3C)C2=O)cc1
i | 0.25 | O=C(NCc1csc(-c2cccs2)n1)Nc1ccc(F)cc1F
i | -0.13 | O=c1[nH]c(=O)n(C2CCCCCC2)c(O)c1C=NCc1ccc(F)cc1
i | -0.4 | Cc1ccc(N2CC(C(=O)NCc3ccccn3)CC2=O)cc1 (stereo not given)
i | -2.5 | COc1ccc(CNC(=O)C2CCC(CNS(=O)(=O)c3ccccc3)CC2)cc1 (stereo not given)
i | -0.14 | COc1ccc(CCNC(=O)CC2COc3ccccc3O2)cc1OC (stereo not given)
i | -0.16 | COc1ccc(CNC(=S)Nc2cc(C)cc(C)c2)cc1
i | -0.8 | O=C(O)CN1C(=O)/C(=C\c2cn(-c3ccccc3)nc2-c2ccccc2)SC1=S
i | 1.8 | COC(=O)c1ccc(Nc2c([N+](=O)[O-])ccc3nonc23)cc1
i | 1.3 | COc1ccc2c(-c3ccccc3)cc(=S)[nH]c2c1
i | -1.2 | O=C(NCC1CCCO1)c1cccc(N2C(=O)C3C4C=CC(C4)C3C2=O)c1 (stereo not given)
i | 0.03 | CC(C)C[C@@H](CO)NC(=O)CC[C@H](NC(=O)OC(C)(C)C)C(=O)N(Cc1ccccc1)Cc1ccccc1
i | -0.03 | CCCCn1c(N)c(N(CCC(C)C)C(=O)c2ccc([N+](=O)[O-])s2)c(=O)[nH]c1=O
i | 0.24 | CC(C)(C)OC(=O)N[C@@H](CC(=O)OCc1ccccc1)C(=O)O
i | 0.03 | Cc1noc(C)c1CSCC(=O)Nc1nc(-c2ccc(F)c(F)c2)cs1
/ | 0.03 | O=C1C(=O)N(CCCN2CCOCC2)C(c2cccs2)/C1=C(/O)c1ccc2c(c1)OCO2 (stereo not given)
i | 1.1 | C/C(=N/NC(=O)CNC(=O)c1cccnc1)c1cccc([N+](=O)[O-])c1
i | -0.12 | CCN=C1S/C(=C\c2cc(OCC)c(O)cc2Br)C(=O)N1CC
i | -1.3 | CC(C)CCC(CCN1CCOCC1)c1ccc2c(c1)OCO2 (stereo not given)
i | -1.2 | CN(CCO)c1cc(NCCCN2CCC(Cc3ccccc3)CC2)c2nonc2c1[N+](=O)[O-]
i | 0.56 | Cc1cccc(/C(N)=N/OC(=O)Cc2ccccc2)c1
i | 1.1 | CCOC(=O)/C(C#N)=C\c1ccc2c(c1)OCO2

3 compounds from above, sorted by their value in Kir21 block, smallest number first:
molecule	CHT inh	Kir21 block
CN(CCO)c1cc(NCCCN2CCC(Cc3ccccc3)CC2)c2nonc2c1[N+](=O)[O-]	i	-1.2
CCOc1ccc(Br)cc1/C=N/O	i	-0.82
Cc1ccc(/C=C/C(=O)NCCc2ccccc2)o1	i	2

Laid out differently: entries from further up.
Cc1[nH]c2ccccc2c1C(=O)COC(=O)c1cccc(S(=O)(=O)N2CCCCC2)c1
- CHT inh: i
- Kir21 block: -2.8
Clc1ccccc1OCc1nnc2n1CCCCC2
- CHT inh: i
- Kir21 block: -0.04
C/C(=N/NC(=O)C1CCN(S(=O)(=O)c2ccc(C)cc2)CC1)c1cccc([N+](=O)[O-])c1
- CHT inh: i
- Kir21 block: -1.7

Next part:
CHT inh | Kir21 block | mol
i | 0.9 | O=C(NCCN1C(=O)S/C(=C\c2cccnc2)C1=O)c1ccc(S(=O)(=O)N2CCCC2)cc1
i | 0.2 | Cc1ccc(C)c(-c2csc(-c3cccnc3)n2)c1
i | -0.27 | CC(NCc1ccccc1Cl)C(=O)Nc1ccc(S(=O)(=O)N2CCCC2)cc1 (stereo not given)
i | 0.71 | COc1ccc(OCCSc2nc(C)nc3ccccc23)cc1
i | -0.01 | COc1ccc(C(=O)CCC(=O)Nc2ccc(Cl)cc2)cc1
i | 0.59 | O=Cc1cccc2ccc3cccc(C(=O)O)c3c12
i | -0.19 | COc1ccc(-c2csc(NC(=O)c3ccc(N4C(=O)CCC4=O)cc3)n2)cc1OC
i | 0.27 | O=C(/C=C/c1ccccc1)NNC1=NS(=O)(=O)c2ccccc21
i | -1.3 | O=C(NCCO)Nc1ccc(Cl)cc1
i | -0.02 | Cc1cc2cc(CNC(=O)c3ccc(Br)o3)ccc2n1C
i | 0.12 | CCN1CCCC1CNS(=O)(=O)c1cc(Br)cc2c1N(C(=O)C1CC1)CC2 (stereo not given)
i | -0.95 | CC(=O)NC(=S)Nc1ccc(S(=O)(=O)Nc2nc(C)cc(C)n2)cc1
i | -3 | COc1ccc(C(CC(=O)O)NC(=O)COc2ccccc2OC)cc1OC (stereo not given)
i | 1.5 | CCC1CCCCN1CCCNC(=O)c1ccc(N2CCCC2=O)cc1 (stereo not given)
i | 0.47 | CCOC(=O)c1cnc(SC)nc1Sc1cc(Cl)ccc1Cl
i | 0.34 | Fc1ccc(C2CC(c3ccccc3)n3ncnc3N2)cc1 (stereo not given)
i | -0.37 | CCN1CCN(C2CCCCC2NS(=O)(=O)c2ccccc2)CC1 (stereo not given)
i | -0.3 | COc1ccc(-c2cn[nH]c2-c2ccc(OC)cc2)cc1
i | 0.22 | COc1ccc(N(C)S(=O)(=O)c2cccc(C(=O)N3CCN(S(=O)(=O)c4ccc(C)cc4)CC3)c2)cc1
i | 0.86 | Cc1ccc(/C=N/NC(=O)CSc2nc3ccccc3o2)cc1
i | 0.42 | COc1ccccc1CN(Cc1nc2ccccc2c(=O)[nH]1)C(=O)Nc1ccccc1C
i | -0.25 | NC(=O)c1nn(-c2ccccc2)nc1N
i | 1.1 | CC(=O)Nc1ccnc(-c2cccnc2)n1
i | -0.93 | CC(Oc1ccccc1)C(=O)N1CCc2ccccc2C1 (stereo not given)
i | 0 | COC(=O)CN1C(=O)[C@H]2[C@@H](c3ccc(C)o3)N3C(=O)CN(Cc4ccccc4)C(=O)[C@@]3(Cc3ccccc3)[C@H]2C1=O
i | -0.71 | CC1(C)Cc2c(cnn2-c2ccccc2)C(NC(=O)CCCN2CCCC2=O)C1 (stereo not given)
i | 0.21 | NC1=NC(c2ccc([N+](=O)[O-])cc2)N(c2ccc(F)cc2)C(N)=N1 (stereo not given)
i | 0.03 | COc1cccc(C2c3c(oc4ccc(F)cc4c3=O)C(=O)N2CCN2CCOCC2)c1OC (stereo not given)
i | 2.3 | CCOc1ccc2nc(Cl)c(C3CC(c4ccco4)=NN3S(=O)(=O)c3ccccc3)cc2c1 (stereo not given)
i | -1.2 | O=C(O)c1cc(-c2ccccc2)nc2ccccc12
i | 1.2 | O=[N+]([O-])c1ccccc1CN1CCN(S(=O)(=O)c2ccccc2)CC1
i | 0.69 | Cc1ccc(SCc2[nH]nc3c2C(C(C)C)C(C#N)=C(N)O3)cc1 (stereo not given)
i | 0.53 | CCOc1c(C)cnc2c1c(=O)n(CC(=O)NCC1CCCO1)c(=O)n2C (stereo not given)
i | 0.17 | O=C(CN1CCc2ccccc2C1)N1CCN(S(=O)(=O)c2ccccc2)CC1
i | -0.06 | O=C(CSc1ccccc1F)NCCCN1CCCC1=O
i | -1.7 | Cc1nn(C)cc1C1C2=C(CC(C)(C)CC2=O)OC2=C1C(=O)CC(C)(C)C2
i | -0.04 | COCCN(C(=O)COC(=O)/C=C/c1ccc(C)o1)c1c(N)n(Cc2ccccc2)c(=O)[nH]c1=O
i | 0.09 | CCOc1ccccc1CNS(=O)(=O)c1cnc[nH]1
i | 1.4 | CN1CCN(c2nc(-c3ccc(Cl)c(Cl)c3)nc3ccccc23)CC1
i | 0 | Cc1cnc(NC(=O)C(C)N2CCN(C)CC2)s1 (stereo not given)

Whole records, looked up by structure. Screens in order: CHT inh, Kir21 block
Results for CCOc1c(C)cnc2c1c(=O)n(CC(=O)NCC1CCCO1)c(=O)n2C (stereo not given) : i, 0.53
Results for NC(=O)c1nn(-c2ccccc2)nc1N : i, -0.25
Results for CN1CCN(c2nc(-c3ccc(Cl)c(Cl)c3)nc3ccccc23)CC1 : i, 1.4
Results for CCOc1ccccc1CNS(=O)(=O)c1cnc[nH]1 : i, 0.09
Results for Cc1nn(C)cc1C1C2=C(CC(C)(C)CC2=O)OC2=C1C(=O)CC(C)(C)C2 : i, -1.7

Continuation:
CHT inh | Kir21 block | mol
i | 0.05 | O=C(Cc1cccc2ccccc12)Nc1ccc(OC(F)F)c(Cl)c1
i | 2.2 | COc1nc(Oc2ccc(/C=N/O)cc2)nc(N(C)C)n1
i | 0.06 | CCc1cccc(C)c1NC(=O)COC(=O)c1cc([N+](=O)[O-])ccc1N1CCOCC1
i | -0.21 | CCOc1ccc(NC(=O)CS(=O)CC(=O)NC2CCCc3ccccc32)cc1 (stereo not given)
i | -1.8 | CCC(=O)N1CCN=C1SCc1ccc(Cl)cc1
i | 2.4 | CC(=O)c1ccc(Nc2ccc([N+](=O)[O-])c3nonc23)cc1
i | 0.03 | Cc1ccc(C(=O)NCCSCc2ccccc2)cc1[N+](=O)[O-]
i | -0.61 | CCCc1cc(=O)n2[nH]c(-c3ccc(Br)cc3)cc2n1
i | 0.7 | Cc1cc(C(=O)CN2C(=O)NC3(CCCCC3)C2=O)c(C)n1Cc1ccc2c(c1)OCO2
i | -0.77 | CS(=O)(=O)N(CC(=O)N1CCc2ccccc2C1)Cc1ccccc1
i | -0.14 | Fc1ccc(CSc2ccc3nnc(-c4cccs4)n3n2)cc1
